HIV RNase H inh = inhibitors of HIV-1 reverse transcriptase RNase H. RT-RNase H RNA/DNA duplex cleavage, fluorescence. inhibition, % at 10 µM. actives 1.9% (n = 65,000). AID 565; in the data active = inhibition above about 50%
RmlCD inh mix = RmlC/RmlD inhibition, mixture screen; RmlC/RmlD coupled enzyme inhibition, 384-well mixture HTS; actives 0.39% (n = 110,000); inhibition, % at 5.5 µM; in the data active = inhibition above about 30%, passing the limit was not always enough; also: strong numbers were not always called active
* hit, by the source's call; i = inactive; · = no result given.

SMILES	RmlCD inh mix	HIV RNase H inh
Cc1ccc(NC(=O)CN2C(=O)C(C)Oc3ccccc32)nc1 (stereo not given)	6	-3
O=C(CN1CCN(Cc2ccc3c(c2)OCO3)CC1)c1c[nH]c2ccccc12	-6	·
CCOC(=O)C1C2c3ccccc3O[C@@]1(C)N=C1SCC(=O)N12 (stereo not given in full)	0	-32
COc1ccc(-c2nnc(SCC(=O)NCc3cccs3)n2CC(C)C)cc1	-3	·
COc1ccccc1NC(=O)C1=C(C)Nc2nnnn2C1c1cccc(Br)c1 (stereo not given)	-7	2
Nc1nc(-c2cccnc2)nn1C(=O)CCc1ccccc1	4	-1
COc1ccc(OC)c(C(=O)CSc2nc3cccnc3n2C)c1	21	-16
CC1CCCC(C(=O)O)N1C(=O)CCSSCCC(=O)N1C(C)CCCC1C(=O)O (stereo not given)	-11	·
Cc1cc(C(F)(F)F)n2nc(-c3cnn(C)c3C(F)(F)F)c(Cl)c2n1	1	·
CC1(C)CC(=O)C=C(NCCN2CCN(C(=O)Nc3ccc(Cl)cc3)CC2)C1	-10	4
CCOc1ccc(S(=O)(=O)N2Cc3ccccc3CC2C(=O)NCCCn2ccnc2)cc1 (stereo not given)	-8	3
CCn1c(N)nc2c1c(=O)n(C)c(=O)n2C	15	-5
COc1cccc(SCc2noc(C(=O)NCCN(C)C)c2C(=O)NCCN(C)C)c1	-5	·
COc1cccc(-n2nc(C(=O)Nc3ccc4c(c3)OCO4)c3ccccc3c2=O)c1	7	-8
O=C(Cn1nnc(-c2ccccc2F)n1)Nc1cccc2ncccc12	i	-2
CCOc1ccc2nc(NC(=O)C3CCCN(S(=O)(=O)c4c(C)noc4C)C3)sc2c1 (stereo not given)	-12	-4
CC(C)(C)n1nnnc1C(c1cccnc1)N1CCN(C(=O)c2ccco2)CC1 (stereo not given)	-14	3
COC(=O)/C=C(\C)NC(=O)c1ccccc1Cl	16	-38
CC(C)c1ccc(C(=O)CC2(O)C(=O)N(CN3CCOCC3)c3ccccc32)cc1 (stereo not given)	-40	·
CN(C)CCCN(CCCNC(=O)/C=N/O)Cc1ccccc1	·	-5
COc1ccc(CCN2C(=O)CCC2(C)C(=O)NCc2cccnc2)cc1OC (stereo not given)	7	-6
CCOC(=O)C(C)N1C(=O)S/C(=C/c2cc(C)n(-c3ccccn3)c2C)C1=O (stereo not given)	-6	·
Cc1cc(C)n(-c2nc3sc4c(c3c3nnc(SCC(N)=O)n23)CC(C)(C)OC4)n1	17	9
CN1CCc2c(C#N)c(N3CCCCC3)nc(N3CCOCC3)c2C1	6	-4
COc1cc(Cn2c(N)c(C#N)c3nc4ccccc4nc32)cc(OC)c1	·	0
COc1cc(C2Nc3ccccc3C(=O)N2c2ccccc2OC)ccc1O (stereo not given)	·	0
CC1(C)Cc2cccc(OCC(O)CNCc3ccccn3)c2O1 (stereo not given)	-6	0
N#CCSc1nc2ccc(N3CCOCC3)cc2c(=O)n1CCc1ccccc1	-20	·
CC(C)(C)C(=O)NC1(C(F)(F)F)C(=O)Nc2c1c(=O)[nH]c(=O)n2Cc1ccco1 (stereo not given)	·	-6
CCOC(=O)CCNC(=O)CNC(=O)OCc1ccccc1	8	-6

A few values from the results shown.
COc1ccc(CCN2C(=O)CCC2(C)C(=O)NCc2cccnc2)cc1OC (stereo not given) | RmlCD inh mix = 7
CC1(C)Cc2cccc(OCC(O)CNCc3ccccn3)c2O1 (stereo not given) | RmlCD inh mix = -6
CN1CCc2c(C#N)c(N3CCCCC3)nc(N3CCOCC3)c2C1 | HIV RNase H inh = -4
CCOC(=O)CCNC(=O)CNC(=O)OCc1ccccc1 | HIV RNase H inh = -6
N#CCSc1nc2ccc(N3CCOCC3)cc2c(=O)n1CCc1ccccc1 | RmlCD inh mix = -20
COc1cc(Cn2c(N)c(C#N)c3nc4ccccc4nc32)cc(OC)c1 | HIV RNase H inh = 0

Remaining list, next part
SMILES	RmlCD inh mix	HIV RNase H inh
O=C(Cc1ncc(C(F)(F)F)cc1Cl)Nc1ccc(F)cc1	11	·
CCC1(C)OCC(Cn2c3ccccc3c3ccccc32)O1 (stereo not given)	10	·
CC1CCN(S(=O)(=O)c2ccc3[nH]cc(C(=O)NCCN4CCOCC4)c(=O)c3c2)CC1	·	-3
CCn1cnc2c1c(=O)n(Cc1csc(-c3ccccc3)n1)c(=O)n2Cc1ccccc1	7	-10
COC(=O)c1cc(-c2c[nH]c3ccccc23)n[nH]1	-13	-9
CCC(C(=O)N1CCN(c2ccccn2)CC1)n1nc(C)n2c(cc3occc32)c1=O (stereo not given)	8	-2
CCOC(=O)N1CCN(C(=O)C(CC)n2nc(C)c3sc4ccccc4c3c2=O)CC1 (stereo not given)	·	-14
O=C(O)CCc1ccc(-c2ccc(Br)cc2)n1CC(=O)O	1	8
Cc1ccc2c(c1)nnn2C1CCN(CC(=O)N2c3ccccc3CC2C)CC1 (stereo not given)	-9	-4
O=C1Nc2ccccc2C12OCCCCO2	17	-4

3 compounds out of the list, sorted by SMILES length, lowest first:
SMILES	RmlCD inh mix	HIV RNase H inh
COC(=O)c1cc(-c2c[nH]c3ccccc23)n[nH]1	-13	-9
CCOC(=O)N1CCN(C(=O)C(CC)n2nc(C)c3sc4ccccc4c3c2=O)CC1 (stereo not given)	·	-14
CC1CCN(S(=O)(=O)c2ccc3[nH]cc(C(=O)NCCN4CCOCC4)c(=O)c3c2)CC1	·	-3

(continued)
SMILES	RmlCD inh mix	HIV RNase H inh
CCCNS(=O)(=O)c1ccc(CCC(=O)NCc2cccnc2)cc1	10	29
c1ccc(-c2ccc(-c3csnn3)cc2)cc1	13	·
CN(c1ccc([N+](=O)[O-])cc1C(=O)Nc1ccccc1)C1CCCCC1	-13	·
Cc1ccc(C)c(N2CCN(C(=O)c3ccc(NS(=O)(=O)c4c(C)noc4C)cc3)CC2)c1	-241	-4
CCOC(=O)C1CCN(c2nc(C)nc3c2oc2ccccc23)CC1	·	3
COc1ccc(S(=O)(=O)Nc2ccc(Cl)cn2)c(C)c1C	14	-7
COc1ccc(-c2noc(-c3ccc(Cl)cc3)n2)cc1	38	30
CCOc1cc(S(=O)(=O)NCc2ccc3c(c2)OCO3)ccc1F	-2	-4
CC(=O)c1ccc(OCC(O)Cn2nnc3ccccc32)cc1 (stereo not given)	4	-2
COc1ccc(C2=CC(c3cc(OC)c(OC)c(OC)c3)NC(=S)N2)cc1 (stereo not given)	11	·
Cc1ccc(C(=O)NC=C(Cl)Cl)cc1	-22	-21
CCOC(=O)c1c(NC(=O)CSc2nc3cccnc3n2C)sc(C(C)=O)c1C	-8	-26
Cc1cccc(C)c1OCC(=O)N1CC2(C)CC1CC(C)(C)C2 (stereo not given)	-17	·
CCOC(=O)Cn1nnnc1C(CC)N(Cc1cccs1)Cc1cc2cc(C)ccc2[nH]c1=O (stereo not given)	-2	13
COc1ccc(OC)c(N2CC(O)=C(c3nc4ccccc4s3)C2=N)c1	-13	·
CC(C)CC1(C(=O)NCCc2c[nH]c3ccccc23)C=CCN1C(=O)c1ccccc1 (stereo not given)	5	·
CC1CCN=C(N)S1 (stereo not given)	2	·
Cc1cccc(C)c1NC(=O)CCCSc1nnc(-c2ccco2)n1-c1ccccc1	-6	17
CC(C)(C)c1ccc(-c2csc(NNC3=NCCCCC3)n2)cc1	6	·
FC(F)(F)c1nc(-c2cccs2)ncc1-c1nnnn1-c1ccc(Cl)cc1	55	·
Cc1onc(-c2ccccc2Cl)c1C(=O)Nc1nnc(-c2cccc([N+](=O)[O-])c2)s1	-5	·
Fc1ccc(-c2nnc(-n3nnc4ccccc43)c3ccccc23)cc1	5	·
O=C1CC(c2ccccc2)CC(O)=C1C=NCCN1CCN(C(=S)Nc2cccc(Cl)c2)CC1 (stereo not given)	-2	·
CSc1nsc(SCC(=O)Nc2cccc(C(C)=O)c2)n1	-14	-28
CCOC(=O)c1cc(NC(=O)N2CCOCC2)c(C)nc1C	10	-8
CC(C)n1cc(/C=N\NC(=O)c2cc3c(ccc4ccccc43)o2)c2ccccc21	-74	·
c1coc(CNc2nc3nonc3nc2NCc2ccco2)c1	-5	7
Cc1ccc(-c2nnc(SCC#N)n2N)cc1	-13	35
C/C(N)=C(/C#N)C(=O)COC(=O)CCSc1ccccc1	-4	-6
NC(=O)c1ccsc1NC(=O)CN1C(=O)C2CC=CCC2C1=O (stereo not given)	-6	-3
O=C(NC1CCCCC1)NC1CCN(CC(=O)N2CCOCC2)CC1	-13	-2
N#Cc1cnc(SCC(=O)Nc2ccccc2C(F)(F)F)nc1N	-4	-5
CCC(=O)N(CCO)Cc1cc2ccc(C)c(C)c2[nH]c1=O	-13	-2
CCC(C)NC(=O)CSc1nc2ccsc2c(=O)n1-c1ccc(OC)cc1 (stereo not given)	-11	·
O=C(NCc1ccc(OC(F)(F)F)cc1)c1cc(-c2ccccc2)nn1CC1CC(c2cccnc2)=NO1 (stereo not given)	3	·
Cc1cc(NC(=O)CCN2C(=O)C3C4CCC(C4)C3C2=O)c(C)cc1Br (stereo not given)	-16	·
O=C(O)CC(NC(=O)OCc1ccccc1)c1ccc(Br)cc1 (stereo not given)	-8	·
NC12CC3CC(CC(C3)C1)C2	-8	·
COc1ccc(-c2ccc(C(C)=O)cc2)cc1[C@H]1[C@@H]2C=CCC[C@@]2(C)C(=O)N1Cc1ccccc1	-34	·
COC(=O)c1cccnc1-n1c(=O)c2cccnc2n(Cc2cccc(OC)c2)c1=O	0	-9
CC(=O)c1ccc(NC(=O)CSCC(=O)Nc2ccc3ccccc3c2)cc1	6	·
COc1ccc(C(=O)Cn2nnc(-c3cccs3)n2)cc1	-17	-10
COCCCNC(=O)CCC(=O)Nc1ccc2nc(N3CCOCC3)cc(C)c2c1	13	-13
COc1cccc(NC(=O)CSc2nc3ccccc3c(=O)n2CCCC(=O)N2CCCC2)c1	8	-18
O=C(c1ccc(S(=O)(=O)N2CCC(c3nc4ccccc4s3)CC2)cc1)N1CCOCC1	·	28
CN1CCOc2cc(S(=O)(=O)Nc3ccc(F)cc3)ccc21	-11	-8
COc1ccc(CC(NC(C)=O)C(=O)N2CCN(C(=O)Nc3cccc(Cl)c3)CC2)cc1OC (stereo not given)	10	·
Cc1cc2ccccc2c(=O)n1CC(=O)NCC(=O)N(C)C1CCCCC1	9	·
Cc1ccc2nc(Cl)c(CN(C(=O)c3cnccn3)C3CCCCC3)cc2c1	-3	·
CCOCN(C(=O)Cn1c(C(C)O)nc2ccccc21)c1c(C)cccc1CC (stereo not given)	13	·

(list continues)
SMILES	RmlCD inh mix	HIV RNase H inh
Cc1cc(N2CCCC2)n2nc(C)nc2n1	·	-5
Cc1cc(NC(=O)C2C3C(=O)N(CC4CCCO4)C(C(=O)NCc4ccccc4)C34C=CC2(C)O4)no1 (stereo not given)	-35	·
Cc1cccc(C)c1NC(=O)Cn1c(=O)n(CCC(=O)NCc2ccco2)c(=O)c2sccc21	-9	-83
Cc1noc(C)c1CSc1ncnc2ccccc12	-8	-42
COc1ccc2c(c1)OC13CCN(C)CC1C2C(C(=O)c1ccc(F)cc1)C(=O)N3 (stereo not given)	·	-4
Cc1oc(/N=C/c2ccc3c(c2)OCO3)c(C#N)c1C	-9	-8
COc1ccc(Cl)cc1NC(=O)CSc1nnc(Cc2cccn2C)n1-c1ccc(F)cc1	2	-28
CCOC(=O)c1ccc2ncc(C(=O)OCC)c(NCCN(C)C)c2c1	-6	-19
O=C(CN1CCOCC1)Nc1ncccn1	8	30
Cc1cccc(N2CCN(C(=O)c3cccn4c(=O)c5c(C)c(C)sc5nc34)CC2)c1C	15	·
Cc1cccc2sc(NC(=O)CSCc3ccccc3)nc12	6	·
Cc1nn(C)c(C)c1C1Nc2ccccc2C(=O)N1O (stereo not given)	-1	·
COc1ccc(OC)c(C2/C(=C(/O)c3ccc(C)cc3)C(=O)C(=O)N2Cc2ccco2)c1 (stereo not given)	·	3
COC(=O)C1=C[C@@H](C(=O)OC)[C@@H]2C3=C(C(=O)C2(C)C)[C@H](c2ccccc2)[C@@H]2C(=O)N(C)C(=O)[C@@H]2[C@@H]3C1	12	·
CC1CCCN(C(=O)C(Cc2ccccc2)n2cccc2)C1 (stereo not given)	-8	-6
c1ccc(-c2nc3nonc3c3nc4ccccc4n23)cc1	5	3
Cc1cc(Cl)c(S(=O)(=O)NC(C(=O)O)c2ccccc2)cc1OCC(N)=O (stereo not given)	-11	-11
Nc1nc(-c2cccs2)cs1	8	·
CCSc1nnc(Nc2ccc(C)cc2)s1	9	·
COc1cc2nc(=S)n3[nH]c(CCn4nc(C)cc4C)nc3c2cc1OC	15	23
CCn1c(N2CCN(CC(=O)c3c[nH]c4ccccc34)CC2)nc2c1c(=O)[nH]c(=O)n2C	·	1
COc1cccc(C(=O)N2CCN(C(=O)c3cccc(F)c3)CC2)c1	18	4
COc1cc(C)nc(OCCNS(=O)(=O)c2cc(C)ccc2C)n1	4	-4
O=C(CN1CCN(C(=O)c2ccccc2)CC1)Nc1ccc(Br)cn1	1	0
O=C(NCCCN1CCOCC1)C1(c2ccccc2)CCCC1	1	-11
COc1ccc(/C=N/NC(=O)c2ccoc2C)cc1COc1c(C)cccc1C	12	·
O=c1cc(N2CCc3ccccc32)[nH]c(=O)n1-c1ccc(Br)cc1	-6	·
Cc1cc(-c2nnc(SCc3ccccn3)o2)no1	18	-14
CC1(C)CC(=O)C(C=NCCN2CCN(C(=O)NC34CC5CC(CC(C5)C3)C4)CC2)=C(O)C1	-13	1
COCc1cc(C)n(CC(=O)Nc2ccc(Cl)cc2Cl)c(=O)c1C#N	5	·
O=C(NC1CCCCCC1)c1ccc2c(=O)n3c(nc2c1)CCCCC3	1	·
Cc1cccn2c(=O)c(C=Nc3ccc(Cl)cc3)c(NCCO)nc12	1	-17

These rows are one share of the data; count on the stated rates, not on these rows.
